HEK293 NFkB inh = lowers PMA/ionomycin-induced NF-kB signal in HEK293 cells; HEK-293 NF-kB luciferase reporter, luminescence; inhibition, % at 3 µM; hit rate 0.21% among 62,000; AID 465;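 active = inhibition above the mean of all tested compounds plus 3 SD, cut at about 40% in these data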;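 note: 0% = stimulated DMSO wells and 100% = 10 µM reference inhibitor 5653914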
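Timing: 1 h pretreatment, 16 h stimulation, 37 °C; system: HEK-293 cells with stable firefly luciferase reporter driven by four HIV NF-kB elements; doses: 3 µM once, 0.30% DMSO; measured by: luciferase luminescence; control set: DMSO and 10 µM reference inhibitor; repeats: single test; reagent: PMA plus ionomycin mix as NF-kB-activating stimulus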
D1 allo mod = allosterically modulates the human D1 dopamine receptor. P21728. HEK293 D1, CRE-luciferase, dopamine EC30 potentiation; actives deviate in either direction. B-score at 10 µM. hit rate 5.9% among 58,000. AID 641;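 active = luminescence count or its row- and column-corrected plate score outside the 99.7% band of the plate's sample wells, on either side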
NADH enzymes = inhibitors of enzymes used to reach an NAD/NADH endpoint; coupled PK/LDH NADH assays, four targets; IC50, µM (highest dose often 10 µM), inactives show at the top dose inhibition; hit rate 0.02% among 65,000; AID 774;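 active = single-dose screening hits from any of four coupled enzyme assays that gave an IC50 when retested across doses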;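 note: the DPM-DC format reads NADH fluorescence rather than 340 nm absorbance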
SF1 activator = SF-1 (human) activation; CHO-K1 Gal4-SF-1 LBD luciferase reporter; % increase over DMSO SF-1-specific signal; AID 522; Q13285; hit rate 1.9% among 65,000; activation, % at 10 µM;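 active = activation above the mean activation of all tested compounds plus 3 SD, cut at about 50% in these data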
Target sequence (Q13285 whole entry, looked up, the tested form may be a part): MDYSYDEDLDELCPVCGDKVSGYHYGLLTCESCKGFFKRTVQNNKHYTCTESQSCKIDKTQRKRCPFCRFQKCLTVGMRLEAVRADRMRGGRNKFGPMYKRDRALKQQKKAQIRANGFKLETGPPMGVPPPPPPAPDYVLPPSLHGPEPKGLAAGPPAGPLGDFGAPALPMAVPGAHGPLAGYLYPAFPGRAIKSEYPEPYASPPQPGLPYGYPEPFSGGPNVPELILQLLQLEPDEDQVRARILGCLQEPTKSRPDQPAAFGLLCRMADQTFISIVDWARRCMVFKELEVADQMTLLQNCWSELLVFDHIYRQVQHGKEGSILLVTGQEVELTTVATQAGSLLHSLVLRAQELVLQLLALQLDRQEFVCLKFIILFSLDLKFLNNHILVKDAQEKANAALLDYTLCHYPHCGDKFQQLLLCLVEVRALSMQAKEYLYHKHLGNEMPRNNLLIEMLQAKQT
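Test system: CHO-K1 cells with Gal4–hSF-1 LBD chimera plus Gal4-driven luciferase; Input: 4,000 cells/well; Compound: 10 µM only; Times: 20 h compound treatment, 37 °C; Measured by: steady-glow luciferase luminescence, read after 15 min reagent incubation; Measure: percent activation versus DMSO; Control set: DMSO and mock-transfected background; Replicates: one test per compound.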
M1 antag = blocks the rat M1 muscarinic receptor response to acetylcholine | P08482 | CHO-M1 cells, Fluo-4 calcium, ACh EC80 antagonist mode; stronger effect = lower value | B-score at 10 µM | hit rate 3.4% among 64,000 | AID 628;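 active = calcium fluorescence response, raw or row-and-column corrected B-score, differing from the plate sample mean either way at a set confidence level, mostly lower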
TNAP act DEA = human TNAP activation, intermediate phosphate acceptor; purified TNAP, CDP-star luminescence, 100 mM DEA, 30 min; stronger effect = higher value; scale: 0 levamisole-inhibited, 1 vehicle-only enzyme; 64,000 tested, under 10 active; activation factor at 20 µM; P05186;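 active = activation factor of at least 2 at 20 µM, relative to controls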
Target sequence (P05186 whole entry, looked up): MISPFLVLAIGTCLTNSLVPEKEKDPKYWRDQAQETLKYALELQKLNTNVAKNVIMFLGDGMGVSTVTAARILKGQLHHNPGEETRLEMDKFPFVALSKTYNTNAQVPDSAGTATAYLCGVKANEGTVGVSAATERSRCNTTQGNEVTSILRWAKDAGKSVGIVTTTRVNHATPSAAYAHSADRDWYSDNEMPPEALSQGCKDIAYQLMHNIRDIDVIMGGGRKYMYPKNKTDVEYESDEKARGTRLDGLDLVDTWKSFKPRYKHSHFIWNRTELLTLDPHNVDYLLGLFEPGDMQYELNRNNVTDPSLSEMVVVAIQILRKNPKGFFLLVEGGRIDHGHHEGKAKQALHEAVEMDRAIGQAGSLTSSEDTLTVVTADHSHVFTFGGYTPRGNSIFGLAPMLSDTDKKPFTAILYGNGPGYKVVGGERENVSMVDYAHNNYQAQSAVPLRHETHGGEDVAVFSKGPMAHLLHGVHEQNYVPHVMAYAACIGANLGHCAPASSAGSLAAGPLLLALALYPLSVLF
Jurkat viability = cytotoxicity toward Jurkat cells; Jurkat E6.1 viability, ATP luminescence, 48 h; inhibition, % at 4 µM; hit rate 1.2% among 56,000; AID 463;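 active = inhibition above the mean inhibition of all tested compounds plus 3 SD, cut at about 28% in these data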
M1 ag = M1 muscarinic receptor agonism; hit rate 3% among 64,000; B-score at 10 µM; CHO-M1 cells, Fluo-4 calcium fluorescence, agonist mode; stronger effect = higher value;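 active = fluorescence rise, raw or as B-score row- and column-corrected plate score, outside the 99.7% band of its plate's samples, either direction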
Ecoli tolC = growth inhibitors of E. coli BW25113 tolC mutant. AID 573. hit rate 2.2% among 65,000. growth inhibition, % at 10 µM (by protocol). OD615;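 active = growth inhibition at or above a cutoff equal to the mean over every tested compound plus 3 SD, cut at about 60% in these data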;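 note: growth measured after 20 h incubation at 37 °C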
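Assay system: tolC-deleted E. coli BW25113. Medium: kanamycin-containing LB broth (50 µg/mL). Dosing: 10 µM final, single dose. Timing: bacterial growth with compound for 20 h at 37 °C. Detection: A615 absorbance measurement. Read-out basis: growth inhibition in percent.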
The depositor's hits bear a star; . = not tested or not shown; [ ] = remark or other dose.

compound | HEK293 NFkB inh | SF1 activator | NADH enzymes | TNAP act DEA | D1 allo mod | M1 antag | Ecoli tolC | Jurkat viability | M1 ag
COc1nc(Nc2ccc(OC)c(Cl)c2)nc(OC)n1 | 13 | 6 | 3% | 0.9 | 4.3* | -1.2* | 5 | -3 | -0.11
CCC(c1nnnn1Cc1ccc(F)cc1)N1CCN(C2CCCCC2)CC1 (configuration not stated) | 10 | 6 | 8% | 1 | -0.7 | 0.95 | -13 | 6 | 0.74
Cn1c(=O)oc2cc(S(=O)(=O)Nc3cccc(F)c3)ccc21 | 14 | -2 | 0% | 1 | . | 0.092 | 2 | 2 | -0.58
Cn1c(NC(=O)c2ccccc2NC(=O)C(C)(C)C)nc2ccccc21 | 11 | -5 | 4% | 0.9 | 0.2 | -0.41 | 99* | 0 | 0.42
CCOC(=O)N1CCN(c2c(N3CCN(c4cccc(C(F)(F)F)c4)CC3)c(=O)c2=O)CC1 | -1 | -11 | 10% | 1 | 1.9 | 0.8 | -2 | 4 | 0.038
O=C1OCCC1Sc1nc2ccccc2[nH]1 (configuration not stated) | 7 | 0 | 7% | 1 | -0.013 | 0.033 | 2 | -5 | 0.32
O=S(=O)(c1ccc(S(=O)(=O)N(Cc2ccco2)Cc2ccccc2Cl)cc1)N1CCCC1 | 22 | -5 | 3% | 0.9 | -0.63 | -0.67 | -15 | -5 | 0.85
Cc1ccc(OCCCn2c(CO)nc3ccccc32)cc1 | -4 | 30 | 3% | 1 | -1.3 | -0.1 | 38 | -2 | 1.7
C=CCn1c(SCc2ccc(C(=O)OC)cc2)nnc1-c1sc(N)nc1C | 10 | 7 | 4% | 1 | 0.51 | 0.025 | -6 | -2 | -0.66
CC(=O)Nc1nc(C)c(Oc2ccccc2)c(=O)[nH]1 | 14 | -11 | 3% | 0.9 | 0.13 | -0.18 | -17 | 4 | -0.46
CCOc1cc(-c2nc(-c3ccncc3)no2)cc(OCC)c1OCC | 18 | 0 | 5% | 0.9 | 2.8 | 0.75 | 3 | -2 | 0.13
Cc1ccc(-c2nc3cc(C)ccc3o2)cc1 | -37 | -39 | 4% | 1 | -2.7 | 0.031 | 4 | -5 | -0.25
Cc1[nH]nc2c1C(c1cccc(OC(=O)N3CCOCC3)c1)C(C#N)=C(N)O2 (configuration not stated) | 8 | 3 | 0% | 0.9 | 0.72 | -0.09 | -7 | -7 | -0.02
Clc1ccc(-c2noc(COc3ccccc3)n2)cc1 | 6 | -8 | 3% | 1 | -0.0082 | 0.55 | -9 | 9 | 0.085
CS(=O)(=O)N(CCc1ccccc1)CC(N)=O | 4 | 0 | 4% | 1 | . | 1.1 | -9 | 0 | -0.52
Cc1ccc2nc3ccc(N4CCN(C)CC4)nn3c(=O)c2c1 | -3 | 30 | 6% | 0.9 | 0.59 | -0.82 | 0 | 8 | 1.1
CC1=CC(=O)OC1Cc1ccncc1 (configuration not stated) | 12 | -1 | 6% | 0.9 | -1.1 | 0.44 | -11 | -4 | -0.022
Cc1cc(NS(=O)(=O)c2ccc(C3CCCCC3)cc2)no1 | 15 | -9 | 5% | 0.9 | 0.2 | 0.61 | 49 | 0 | 0.73
CCCC(C(=O)NCC1CCCO1)N(Cc1ccco1)C(=O)CNS(=O)(=O)c1ccccc1 (configuration not stated) | 3 | 4 | 9% | 0.9 | 0.54 | -0.24 | -1 | 1 | 0.02
CCOc1ccc2nc(NC(=O)CS(=O)(=O)c3ccccc3)sc2c1 | 2 | 18 | 7% | 0.9 | -0.13 | 0.32 | 9 | -3 | 2.2*
Cc1ccnc(NC(=O)c2c(O)c3ccccc3n(C)c2=O)c1 | -16 | 76* | 4% | 0.9 | -0.81 | -0.27 | -18 | 6 | 0.69
C=CCNC(=O)c1c(N)n(-c2ccc3c(c2)OCO3)c2nc3ccccc3nc12 | 7 | 25 | 3% | 1 | 0.32 | -0.58 | 7 | -5 | -0.79
N#Cc1c(N)c(C#N)c(-c2ccc3c(c2)OCO3)c2c1CCCC2 | 17 | 2 | 0% | 0.9 | -0.77 | -0.44 | 16 | -14 | 0.0041
CCOc1ccc(NC2=NC(C)(C)N=C(N)N2)cc1 | 14 | 4 | 3% | 1 | -0.31 | -0.29 | -1 | -4 | 0.32
COCCCn1c(CCC(=O)O)ccc1-c1cccs1 | 11 | -9 | 9%[fluoresces] | 1 | -0.11 | -0.37 | 2 | 4 | 2.2
O=c1c(-c2ccccc2)c(O)c2cccc3c2n1CCC3 | 4 | -6 | 62% | 1 | -0.054 | -1 | -2 | 1 | 0.31
O=C(Cc1ccccc1)N(c1ccc(F)cc1)C1C=CS(=O)(=O)C1 (configuration not stated) | 4 | -7 | 7% | 1 | -0.11 | 0.26 | -3 | 3 | -1.5
CCCC1C(C#N)=C(N)Oc2cc(C)n(C)c(=O)c21 (configuration not stated) | 2 | 0 | 6% | 0.9 | . | -0.88 | -5 | -2 | -0.48
CC(CCc1ccccc1)NC(=O)CN1CCN(Cc2ccccc2)C1=O (configuration not stated) | 11 | -7 | 5% | 0.8 | -0.0026 | -0.44 | -9 | . | -0.67
Cn1c(=O)[nH]c(=O)c2c1nc(SCC(=O)O)n2CCc1ccccc1 | 8 | -5 | 7% | 0.9 | 0.97 | 0.18 | -12 | 2 | 0.54

The closing 4 compounds of the part above open the next one.
compound | HEK293 NFkB inh | SF1 activator | NADH enzymes | TNAP act DEA | D1 allo mod | M1 antag | Ecoli tolC | Jurkat viability | M1 ag
O=C(Cc1ccccc1)N(c1ccc(F)cc1)C1C=CS(=O)(=O)C1 (configuration not stated) | 4 | -7 | 7% | 1 | -0.11 | 0.26 | -3 | 3 | -1.5
CCCC1C(C#N)=C(N)Oc2cc(C)n(C)c(=O)c21 (configuration not stated) | 2 | 0 | 6% | 0.9 | . | -0.88 | -5 | -2 | -0.48
CC(CCc1ccccc1)NC(=O)CN1CCN(Cc2ccccc2)C1=O (configuration not stated) | 11 | -7 | 5% | 0.8 | -0.0026 | -0.44 | -9 | . | -0.67
Cn1c(=O)[nH]c(=O)c2c1nc(SCC(=O)O)n2CCc1ccccc1 | 8 | -5 | 7% | 0.9 | 0.97 | 0.18 | -12 | 2 | 0.54
O=C1C2ON(c3ccccc3)C(c3ccncc3)C2C(=O)N1c1ccc(Br)cc1 (configuration not stated) | . | 8 | 3% | 0.9 | . | -0.24 | 16 | . | 0.0093
O=C(CCCCn1c(=O)c2ccccc2n(Cc2ccc(Cl)cc2)c1=O)NCc1ccco1 | 11 | 12 | 4% | 0.7 | 0.77 | 0.15 | -4 | 32 | -0.091
COc1nc(NC(C)(C)C)nc(Oc2ccc(=O)n(C)n2)n1 | 8 | 1 | 0% | 1 | -0.95 | -0.35 | -1 | 1 | -0.36
COc1cc(NC(=O)CSc2nnnn2-c2ccccc2)cc(OC)c1OC | 2 | -7 | 7% | 0.9 | -0.29 | 0.69 | -1 | -2 | 0.086
O=C(Nc1ccc2[nH]c3c(c2c1)CCCC3)c1ccco1 | -8 | 27 | 4% | 0.9 | -0.013 | -0.16 | 2 | -6 | 3*
CCCCOCC(O)Cn1c(C)nc2ccccc21 (configuration not stated) | 10 | -15 | 8% | 0.9 | -0.0053 | -0.34 | -4 | 0 | -0.63
CSc1nc(C2CC2)cc(-c2cccs2)c1C#N | -6 | -10 | 3% | 1 | -0.13 | 0.44 | -5 | -2 | -0.05
Cn1nc(C(=O)NCc2ccccc2)c2ccccc2c1=O | 17 | -3 | 7% | 1 | 0.8 | -0.014 | -7 | 4 | -0.7
CCNC(=O)CSc1nc2cc(OC)c(OC)cc2c(=O)n1CCC1=CCCCC1 | 8 | -20 | 7% | 1 | -0.14 | 0.26 | 4 | -1 | 0.29
COc1ccc(S(=O)(=O)NCc2ccc(C(=O)O)cc2)cc1 | 18 | 3 | 1% | 0.8 | -0.032 | 0.27 | -8 | . | 1.7
CCCn1c(CN(Cc2ccccc2)Cc2ccccc2)nc2c1c(=O)n(C)c(=O)n2C | 20 | -8 | 6% | 0.9 | -0.016 | -1.6 | 65* | -1 | 0.46
CCOC(=O)CSc1nc2c(c(=O)n1-c1ccc(OCC)cc1)SCC2 | 14 | -7 | 4% | . | -0.13 | -1.1 | -7 | -2 | 0.73
Cc1cc(C)c(S(=O)(=O)N(C)Cc2cnn(C)c2)c(C)c1 | 0 | -11 | 4% | 0.9 | 1.2 | -0.23 | 11 | 3 | 0.82
CC(C)(CSc1nncn1/N=C/c1ccco1)NS(=O)(=O)c1ccc(Cl)cc1 | 1 | 7 | 5% | 1 | -0.015 | -0.012 | 16 | 4 | -0.4
COc1ccc(C(=O)Cn2nnc(-c3cccs3)n2)cc1 | 15 | 13 | 2% | 0.8 | 0.014 | -0.69 | 11 | 6 | 0.13
CCc1ccc(C(C)NC(=O)c2cc(C)oc2C)cc1 (configuration not stated) | -5 | -13 | 3% | 0.9 | -0.94 | 0.057 | 7 | 4 | -0.3
CC1CCCCC1NC(=O)CCS(=O)(=O)c1cccc2nonc12 (configuration not stated) | 11 | 8 | 2% | 0.9 | 0.13 | -0.0028 | -12 | . | 0.06
CC(NC(=O)NCCCC(=O)O)(C(F)(F)F)C(F)(F)F | . | -11 | 1% | 0.8 | -0.99 | -0.023 | 3 | . | 0.076
CC1(C)C(=O)C2(C(=O)NCc3ccccc3)CCC1C2 (configuration not stated) | 3 | -16 | 8% | 0.9 | 0.3 | -0.45 | 0 | 1 | -0.011
COc1cccc(NC(=O)COC(=O)c2cccnc2)c1 | 11 | 0 | 2% | 0.9 | 0.19 | 0.53 | -9 | 0 | -0.4
C/C(Cl)=C/Cn1c(SCc2ccc(Cl)cc2)nc2c1c(=O)[nH]c(=O)n2C | -2 | 12 | 1% | 0.9 | 8.8* | -0.45 | -10 | -8 | -0.47
O=C(CSc1ncn(-c2ccccc2)n1)Nc1ccc2c(c1)OCO2 | 1 | -4 | 13% | 1 | -0.39 | 0.2 | -2 | 0 | -0.044
Cc1ccc(-n2c(Cc3cccn3C)nnc2SCC(=O)Nc2cc(C)on2)cc1 | 10 | 11 | 4% | 1 | 0.43 | 1.2 | 3 | -1 | -0.3
CCSc1nc2c(c(=O)[nH]c(=O)n2C)n1CC(O)COc1ccccc1C (configuration not stated) | 9 | 16 | 2% | 1 | -0.64 | 0.47 | 6 | -1 | 4.1
[O-][N+]1=C2CCC/C(=N\O)C2=NC12CCCCC2 | 4 | 8 | 1% | 0.9 | 1.3 | 1 | -6 | -4 | 0.099

Ordered by SMILES length (lowest first): part of the list above
compound | HEK293 NFkB inh | SF1 activator | NADH enzymes | TNAP act DEA | D1 allo mod | M1 antag | Ecoli tolC | Jurkat viability | M1 ag
COc1cccc(NC(=O)COC(=O)c2cccnc2)c1 | 11 | 0 | 2% | 0.9 | 0.19 | 0.53 | -9 | 0 | -0.4
COc1nc(NC(C)(C)C)nc(Oc2ccc(=O)n(C)n2)n1 | 8 | 1 | 0% | 1 | -0.95 | -0.35 | -1 | 1 | -0.36
CCNC(=O)CSc1nc2cc(OC)c(OC)cc2c(=O)n1CCC1=CCCCC1 | 8 | -20 | 7% | 1 | -0.14 | 0.26 | 4 | -1 | 0.29

No enrichment for hits. Share with any hit: about 15%.
